Bioassay records (PubChem)
Tau fibril ThT – tau fibrillization inhibition (ThT binding); actives 2.1% (n = 270,000); Potency, µM (series often up to 57.4 µM), without a hit: at the highest dose activity, negative = inhibition, hits mostly inhibitors; AID 1460; recombinant tau K18 P301L, heparin-induced fibrillization, ThT fluorescence; P10636; further: nearly all actives have a fitted effect of over 55% in size
Target sequence (P10636 561-689 P618L limits assumed): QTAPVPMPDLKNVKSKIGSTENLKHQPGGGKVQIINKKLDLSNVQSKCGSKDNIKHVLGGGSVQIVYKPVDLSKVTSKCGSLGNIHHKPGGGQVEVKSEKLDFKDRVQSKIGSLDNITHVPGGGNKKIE
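K18 P301L tau (15 uM + 0.24 uM Alexa 594-tagged), heparin 20 uM, NaOAc pH 7, 6 h 37 C; ThT 30 uM, 1 h RT, ex 450/em 510 nm.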
TR SRC2 fluor cs – Texas Red fluorescence interference in TRb-SRC2 counter-screen | TRb/SRC2 Texas Red total fluorescence interference | Potency, µM (highest dose often 106 µM), inactives show at the highest dose fluorescence change, negative = quenching | actives 0.29% (n = 280,000); active means well fitted curve in either direction with a large enough effect; inconclusive means small, poorly fitted or top-dose-only effect
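Human TRβ ligand-binding domain (0.6 uM) and Texas Red SRC2 peptide (20 nM) in Tris buffer with 1 uM T3 and 5% DMSO were incubated with pinned compound for 5 hr at ambient temperature. Total fluorescence was computed as S + 2P (555/632 nm).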
TRb-SRC2 inh – inhibitors of human thyroid hormone receptor beta-SRC2 interaction; P10828; TRbeta-SRC2 peptide binding, fluorescence polarization; receptor liganded with 1 µM T3; Potency, µM (highest dose often 106 µM), inactives show at the highest dose activity change, negative = inhibition, hits mostly inhibitors; actives 0.065% (n = 280,000); AID 1469;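 further: plate controls were bound peptide for no effect and peptide without receptor for full effect; nearly all actives have a fitted effect of over 50% in size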
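Human TRb ligand-binding domain (0.6 uM) is mixed with 20 nM Texas Red SRC2 peptide and 1 uM T3; after compound addition and 5 hr at ambient temperature, polarization is measured and normalized to unbound and bound controls.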
ALDH1A1 inh – inhibitors of human aldehyde dehydrogenase 1A1; P00352; Purified ALDH1A1, NADH fluorescence, propionaldehyde substrate; Potency, µM (top dose mostly 75.3 µM), for inactives: top-dose activity, negative = inhibition, hits mostly inhibitors; actives 7.3% (n = 220,000); AID 1030; active means well fitted inhibition curve with a large enough effect, not every such curve was filed as active; inconclusive means small, poorly fitted or top-dose-only effect, or another doubt; inactive means no such curve, though single readings can be large or run the other way;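 further: plate controls were no enzyme wells and a reference inhibitor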
L3MBTL1 inh – L3MBTL1 (human) inhibition | AlphaScreen L3MBTL1–H3K9me1 peptide binding | Potency, µM (titrated, usually from 57.1 µM), for inactives: top-dose activity, negative = inhibition, usual class: inhibitors | actives 0.66% (n = 230,000) | AID 485360; further: nearly all actives have a fitted effect of over 60% in size
Target sequence (Q9Y468 whole entry, looked up): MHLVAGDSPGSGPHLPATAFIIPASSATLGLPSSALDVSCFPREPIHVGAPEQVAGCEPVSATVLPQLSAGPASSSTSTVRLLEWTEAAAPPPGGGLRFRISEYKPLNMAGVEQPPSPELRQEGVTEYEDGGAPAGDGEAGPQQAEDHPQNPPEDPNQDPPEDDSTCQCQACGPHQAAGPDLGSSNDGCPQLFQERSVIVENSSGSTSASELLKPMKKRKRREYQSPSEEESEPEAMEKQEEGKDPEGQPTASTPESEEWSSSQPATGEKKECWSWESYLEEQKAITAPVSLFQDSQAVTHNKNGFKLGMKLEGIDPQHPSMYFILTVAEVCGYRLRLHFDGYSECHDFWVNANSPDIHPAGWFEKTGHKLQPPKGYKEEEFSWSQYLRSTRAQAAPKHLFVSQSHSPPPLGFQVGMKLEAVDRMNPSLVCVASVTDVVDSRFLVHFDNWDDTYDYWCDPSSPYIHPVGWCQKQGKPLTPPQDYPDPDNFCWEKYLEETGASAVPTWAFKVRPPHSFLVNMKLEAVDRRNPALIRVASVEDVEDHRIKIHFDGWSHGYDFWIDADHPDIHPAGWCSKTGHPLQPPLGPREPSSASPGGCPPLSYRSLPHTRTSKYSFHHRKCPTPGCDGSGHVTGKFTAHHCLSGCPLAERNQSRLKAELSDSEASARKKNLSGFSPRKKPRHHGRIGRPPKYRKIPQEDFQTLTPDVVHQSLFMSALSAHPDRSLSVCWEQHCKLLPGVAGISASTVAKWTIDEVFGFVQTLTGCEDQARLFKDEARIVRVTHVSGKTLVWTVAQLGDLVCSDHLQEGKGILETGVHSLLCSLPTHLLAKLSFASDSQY
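L3MBTL1 50 nM + b-AHA-H3(1-15)K9me1 75 nM, 30 min RT; compound added, 30 min RT; streptavidin donor/Ni-chelate acceptor beads 10 ug/mL each final, 30 min RT dark; AlphaScreen read.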
Tau fluor counter – counter-screen for tau fibril formation inhibitors. Potency, µM (top dose mostly 57.7 µM), without a hit: top-dose activity change, negative = decrease. actives 0.93% (n = 280,000). tau K18 P301L Alexa594 fluorescence, heparin fibrillization; further: nearly all actives have a fitted effect of over 55% in size
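Human tau K18 P301L (15 uM unlabeled, 0.24 uM Alexa 594-labeled) in 100 mM sodium acetate pH 7 with 20 uM heparin, 6 hr at 37 C. ThT 30 uM added, 1 hr ambient; Alexa 594 FP and total fluorescence read at 555/632 nm.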
Tau FP inhib – inhibitors of human tau fibril formation; P10636; K18 P301L tau heparin fibrillization, Alexa594 FP, 6 h; Potency, µM (doses to about 57.7 µM), for the others: top-dose activity, negative = inhibition, usual class: inhibitors; actives 0.39% (n = 280,000); further: nearly all actives have a fitted effect of over 55% in size
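Human tau K18 […] P301L fragment, 15 uM unlabeled plus 0.24 uM Alexa 594-labeled tau (final), with compound and 20 uM heparin in 100 mM sodium acetate pH 7; 6 hr at 37 C, then Alexa 594 FP read.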
aGal spleen mod – inhibits or activates alpha-galactosidase in human spleen homogenate; P06280; actives 0.008% (n = 240,000); AID 2107; Potency, µM (highest dose often 80 µM), for the others: top-dose activity change, negative = inhibition, most hits filed as inhibitors; human spleen homogenate, 4MU-alpha-Gal fluorescence, 40 min;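 further: 0% = enzyme with vehicle and -100% = no enzyme basal signal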
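Human spleen homogenate (1 ug) as enzyme source, 4-methylumbelliferyl-alpha-D-galactopyranoside 1 mM final, citrate/phosphate pH 5.0 with 0.01% Tween-20. Compounds 40 min at 37C, NaOH/glycine stop; fluorescence Ex 365/Em 440, Hill-fit AC50.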
* = called active by the depositor; ? = inconclusive; . = not tested or not shown; [ ] = remark or other dose. Unless noted, the call rests on the fitted dose curve; in most records, active means well fitted curve in the direction sought with a large enough effect; inconclusive means small, poorly fitted or top-dose-only effect, or another doubt; inactive means no such curve, though single readings can be large; an effect the other way counts as inactive or inconclusive. Unless noted, on the % scale 0 is the no-effect control and ±100 the full control effect; potency means the concentration at half of the fitted maximal effect.

SMILES	Tau fibril ThT	TR SRC2 fluor cs	TRb-SRC2 inh	ALDH1A1 inh	L3MBTL1 inh	Tau fluor counter	Tau FP inhib	aGal spleen mod
O=C(NCc1ccc2c(c1)OCO2)c1cc(=O)[nH]c2ccccc12	-4%	-1%	5%	.	.	-3%	-1%	6%
Cn1c(N/N=C/c2c[nH]c3ccccc23)nc2ccccc21	4.5µM*	-6%	5%	16µM*	?	16µM*[quencher]	6%	-4%
CCCN(CCC)C(=S)Nc1cc(C(=O)OC)ccc1C(=O)OC	-11%	-1%	-7%	?	8%	-18%	-6%	8%
c1ccc(Nc2nc3ccccc3n3nnnc23)cc1	-14%	1%	0%	3%	16%	?	2%	1%
CCC1Oc2ccc(C)cc2N(CC(=O)NCc2ccccc2OC)C1=O (stereo unspecified)	-1%	-5%	-5%	1%	34%[activator]	-1%	-3%	?
Cc1nc(Oc2ccc(F)cc2Cl)c2oc3ccccc3c2n1	?	0%	2%	.	.	-13%	-8%	.
O=C(CSc1nccn1-c1ccc(F)cc1)Nc1cccc2ccccc12	-16%	-6%	-2%	.	.	-18%	12%	.
O=C(N/N=C/c1ccncc1)c1ccc2c(c1)OCO2	?	-2%	-1%	-1%	.	-11%	-8%	7%
Cn1c(Sc2nc3ccccc3n2C)nc2ccccc21	-6%	-2%	-7%	13%	2%	-3%	-3%	3%
COc1cccc(CNC(=O)C2=C(C)C(=O)OC23CCCCCC3)c1	1%	?	-1%	.	.	-5%	0%	.
C=CC[C@@H]1C=C[C@H](O/N=C2\c3cc(OC)ccc3O[C@H](c3cccc(OC)c3)[C@H]2O)[C@H](CO)O1	-5%[11.5 µM]	-54%[11.2 µM]	-14%[11.2 µM]	6%[13.5 µM]	.	-9%[11.6 µM]	-7%[11.6 µM]	-2%[17.5 µM]
Cn1cc(/C=C/C(=O)N2CCCC(C(=O)c3ccc(C(F)(F)F)cc3)C2)cn1 (stereo unspecified)	-3%	1%	1%	9%	-8%	3%	-2%	5%
Cc1cc(=O)oc2c(O)c(O)ccc12	?	-17%	0%	?	.	-27%	-23%	-11%
CC(=O)Nc1ccc(NC(=O)Cn2c(-c3ccc(F)cc3)cnc2SCC(=O)Nc2c(C)cccc2C)cc1	6%	-7%	-2%	-4%	5%	-8%	-19%	-11%
COc1ccccc1-c1c(C)nn2c(N3CCN(c4ccccc4OC)CC3)cc(C)nc12	-13%	-1%	-11%	-1%	.	-15%	0%	1%
Cn1nc(C(=O)N2CCN(c3ccccc3F)CC2)c2c1-c1ccccc1SC2	-12%	-3%	-10%	.	.	-12%	3%	.
Cc1ccc(NC(=O)COC(=O)c2csc3c2CCC(C)C3)cc1S(=O)(=O)N1CCCCC1 (stereo unspecified)	3%	-1%	1%	6%	-6%	-18%	?	-16%
CC(=O)N1c2ccccc2C(C)=CC1(C)C	-9%	-1%	4%	.	.	-8%	4%	5%
Cc1ccccc1Cc1c(C)nc2nc(SCC(=O)N(C)c3ccccc3)nn2c1C	-12%	0%	7%	.	.	-6%	-4%	.
CCn1c2ccccc2c2nnc(SCC(=O)NC3CCS(=O)(=O)C3)nc21 (stereo unspecified)	1%	13%	5%	-3%	-14%	4%	9%	0%

4 entries from above, arranged by length of the SMILES, ascending:
SMILES	Tau fibril ThT	TR SRC2 fluor cs	TRb-SRC2 inh	ALDH1A1 inh	L3MBTL1 inh	Tau fluor counter	Tau FP inhib	aGal spleen mod
Cn1c(Sc2nc3ccccc3n2C)nc2ccccc21	-6%	-2%	-7%	13%	2%	-3%	-3%	3%
Cn1c(N/N=C/c2c[nH]c3ccccc23)nc2ccccc21	4.5µM*	-6%	5%	16µM*	?	16µM*[quencher]	6%	-4%
CCC1Oc2ccc(C)cc2N(CC(=O)NCc2ccccc2OC)C1=O (stereo unspecified)	-1%	-5%	-5%	1%	34%[activator]	-1%	-3%	?
Cc1ccccc1Cc1c(C)nc2nc(SCC(=O)N(C)c3ccccc3)nn2c1C	-12%	0%	7%	.	.	-6%	-4%	.

Carrying on:
SMILES	Tau fibril ThT	TR SRC2 fluor cs	TRb-SRC2 inh	ALDH1A1 inh	L3MBTL1 inh	Tau fluor counter	Tau FP inhib	aGal spleen mod
COC(=O)CSc1nnc(CNc2ccc(Cl)cc2)n1-c1ccccc1	-3%	-5%	3%	5%	-3%	-9%	9%	4%
CCn1c(SCc2ccc(C#N)cc2)nnc1-c1cccc(Cl)c1	-9%	0%	7%	-1%	-2%	-2%	10%	-4%
CCn1c(-c2nn(-c3ccccc3)ccc2=O)n[nH]c1=S	3%	-1%	-3%	9%	10%	1%	1%	-12%
CC(=O)NCCN=C(C)c1sc2ccccc2c1O	?	-6%	-3%	2%	-5%	-14%	8%	-18%
COc1ccccc1NC(=O)c1ccc(S(=O)(=O)N(C)C)cc1	-1%	-5%	-3%	-10%	-12%	-1%	-2%	4%
Cc1cccc(-c2nnc(N)s2)c1	-4%	2%	0%	?	-8%	1%	8%	-1%
COc1ccc(C(=O)/C(C#N)=N/Nc2ccccc2[N+](=O)[O-])cc1	?	-2%	5%	-2%	-13%	-19%	4%	?
Cc1cccc(-c2noc(C3CCCCC3)n2)c1	-3%	1%	-20%	-10%	.	-8%	-2%	3%
c1csc(C2CCCN2c2nc3nonc3nc2NC2CC2)n1 (stereo unspecified)	6%	4%	2%	-7%	-19%	-20%	-18%	1%
Cc1csc2nc(CNC(=O)C3CCCCC3)cn12	2%	-5%	-7%	3%	-6%	3%	-3%	-15%
O=C(OCCN1CCOCC1)c1ccc(OCCN2CCOCC2)cc1	-13%	0%	0%	16%	.	-8%	5%	3%
Cc1cc(C)cc(NC(=O)c2cc(S(=O)(=O)N3CCCC3)ccc2F)c1	-10%	-3%	9%	.	.	-21%	-1%	.
COc1cc(C2CC(=O)c3c([nH]c(C(=O)OCc4ccc(C)cc4)c3C)C2)cc(OC)c1OC (stereo unspecified)	-10%	-2%	0%	.	.	-7%	3%	.
Cc1ccc(-c2cc(C(=O)N/N=C\c3cnn(C)c3C)c3ccccc3n2)cc1C	-6%	-2%	-2%	1%	.	?	-8%	6%
COc1ccc(-n2cc(C(=O)N(CCN(C)C)Cc3ccccc3)c3ccccc3c2=O)cc1	-4%	?	-4%	.	.	-19%	-8%	.
CC1CCN(CCCCOc2ccc([N+](=O)[O-])cc2)CC1	-5%	-6%	-3%	7%	1%	-8%	-4%	-2%
O=C(COc1ccc2ccccc2c1Br)NC(=S)Nc1cccc(CO)c1	?	-1%	-4%	2%	1%	-24%	-14%	3%
CC(=O)n1cc([C@H]2C=C(C(=O)Nc3ccccc3)O[C@@H](OCCCCO)C2)c2ccccc21	?	-3%	5%	?	2%	-23%	2%	0%
O=C(NCCCNCc1ccccc1)c1ccccn1	-4%	-4%	-3%	8%	-4%	-4%	1%	-1%
COc1ccc(Cn2c(SCc3ccc(C(=O)NCCc4ccccc4)cc3)nc3cccnc32)cc1	0%	-11%	6%	.	.	-10%	-13%	.
NC(=O)c1cccn1Cc1ccccc1Cl	0%	-1%	-19%	4%	3%	-8%	1%	-3%
Cc1cc(/C=C(\C#N)C(=O)O)c(C)n1CC1CCCO1 (stereo unspecified)	-7%	1%	-6%	0%	0%	-8%	?	1%
O=C(CSc1ccc2nnc(-c3cccs3)n2n1)N1CCCC1	-10%	-2%	5%	?	?	-8%	-9%	4%
C/C(CCc1ccccc1)=N\NC(=O)CC(=O)NCCc1ccccc1	4%	-1%	3%	2%	6%	10%	-6%	-8%
O=C(NCc1cn(-c2ccccc2)nc1-c1ccccc1)c1cccc([N+](=O)[O-])c1	-13%	-1%	-7%	?	-12%	?	-7%	1%
O=[N+]([O-])c1cc(S(=O)(=O)NCCN2CCOCC2)ccc1Sc1nnnn1-c1ccccc1	?	-1%[53 µM]	-4%[53 µM]	14µM*	-17%	?	4%	-5%
CC(C)c1ccc(NC(=O)C(c2ccccc2)N2CCN(C(=O)c3ccco3)CC2)cc1 (stereo unspecified)	-20%	0%	3%	13µM*	-2%	-18%	8%	8%
Cc1cc2c(sc3c(C)ccc(C)c32)c(C)n1	?	-3%	0%	-1%	12%	-2%	-1%	6%
c1coc(CNc2nc3nonc3nc2NCc2ccco2)c1	?	4%	-20%	-11%	.	-18%	0%	2%
O=C(c1ccco1)N1CCN(Cc2cn[nH]c2-c2cccc3ccccc23)CC1	-2%	-4%	-4%	.	-10%	-6%	2%	1%
O=C(Cn1ccccc1=O)c1ccc(Cl)cc1	0%	1%	-4%	2%	2%	2%	-7%	4%
CCOC(=O)c1c(C)nc(SCC(N)=O)c(C#N)c1-c1ccccc1	-1%	0%	5%	?	11%	-4%	-7%	-6%
COCCCNC(=O)CSc1nc2sc(C(=O)OC)c(C)c2c(=O)n1N	-8%	0%	-4%	2%	.	-12%	?	-1%
Cc1nn2c(=O)cc(COC(=O)c3cccc(NC(=O)c4cccs4)c3)nc2s1	-15%	1%	7%	.	.	6%	0%	.
COc1ccc(Cl)cc1C(=O)Nc1nc2ccc(S(C)(=O)=O)cc2s1	-12%	-3%	-2%	1%	.	-20%	-10%	8%
CCCNC(=O)c1ccccc1NC(=O)c1ccccc1N(C)S(=O)(=O)c1ccccc1	-6%	0%	0%	14%	-2%	-14%	-8%	-5%
CCc1cc2c(=O)c(-c3cnn(-c4ccccc4)c3)c(C)oc2cc1OCC(=O)Nc1cccc(C)c1	-10%	0%	-5%	3%	4%	-2%	2%	4%
CCCn1c(CN2CCN(c3cccc(Cl)c3)CC2)nc2c1c(=O)n(C)c(=O)n2C	-16%	-3%	-5%	?	.	-13%	12%	0%
Cc1ccc(CNC(=O)[C@H](C)[C@@H]2C[C@@]2(C)[C@@H](NC(=O)OCc2ccccc2)c2ccccc2)c(F)c1F	-22%	0%	6%	2%	.	-28%	4%	4%
CCOc1ncccc1C(=O)OCC(=O)Nc1cc(C(=O)OC)ccc1C(=O)OC	-6%	-1%	-22%	-4%	3%	-4%	-2%	-5%
CC1CCCN(C(=O)CSc2nc3ncccc3[nH]2)C1 (stereo unspecified)	-7%	-1%	-2%	?	-1%	-11%	-5%	-1%
COc1cccc2cc(C(C)=O)oc12	-1%	-2%	0%	-3%	-6%	-2%	-15%	-2%
